Assay outcomes as filed in PubChem.
M4 PAM – positive allosteric modulators of human muscarinic M4 receptor; activation, % at 3 µM; P08173; 360,000 compounds, 0.4% hits; CHO-K1 hM4/Gqi5, Fluo-8 calcium fluorescence, ACh EC20; 0% = ACh EC20, 100% = maximal ACh; AID 624126;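 active = activation above its plate's cutoff, the mean activation of sample wells plus 3 SD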; also: some results filed as inactive read as strong as hits
MEKK3 PB1 HTS – raises or lowers MEK5 binding to the human MEKK3 PB1 domain; Q99759; bead-based flow cytometry, Alexa488-MEK5 binding to MEKK3; actives lie on both sides; 0 = blocked by unlabeled MEK5, 100 = vehicle; binding response (% of control), % at 10 µM; 290,000 compounds, 1.4% hits; AID 1529;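 active = binding response more than 3 SD above or below the average of its plate-row segment, actives on both sides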;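 also: Alexa488 bead fluorescence after subtracting the streptavidin-only scavenger bead signal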
pCIP destab – lowers stability of the mouse p/CIP coactivator protein; decrease of EGFP signal, % at 10 µM; 290,000 compounds, 0.01% hits; F442A p/CIP-EGFP cells, EGFP fluorescence, 16 h; AID 1984; Q05BA5;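 active = EGFP signal decrease of at least 30% at 10 µM or well 3 SD below plate mean, unless failing retest; inactive = the rest, including hits failing retest or dose response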; also: some compounds called inactive have numbers as strong as hits; many of its hits are not listed in these tables
CRFBP-R2 agonist – agonists of human CRF-binding protein/CRF-R2 receptor complex. activation, % at 13.2 µM. 350,000 compounds, 0.46% hits. AID 588473. HEK293 CRF-R2/CRF-BP, calcium dye fluorescence (FLIPR); percent of saturating CRF peptide response;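 active = activation of at least 50%, plus an integration ratio under a set limit after plate pattern correction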;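 also: plate controls were neutral control wells without compound for no effect and CRF at EC100 for full effect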
IDE cell activ – boosts human insulin-degrading enzyme activity in HEK cells. P14735. FAbeta-B cleavage, fluorescence polarization; 0% vehicle, 100% cell-free pure enzyme wells. activation, % at 5.96 µM. 340,000 compounds, 0.073% hits. AID 493087;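 active = activation above the mean of all tested compounds plus 3 SD, set per screening campaign, cut at about 17% in these data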
Target sequence (P14735 whole entry, looked up): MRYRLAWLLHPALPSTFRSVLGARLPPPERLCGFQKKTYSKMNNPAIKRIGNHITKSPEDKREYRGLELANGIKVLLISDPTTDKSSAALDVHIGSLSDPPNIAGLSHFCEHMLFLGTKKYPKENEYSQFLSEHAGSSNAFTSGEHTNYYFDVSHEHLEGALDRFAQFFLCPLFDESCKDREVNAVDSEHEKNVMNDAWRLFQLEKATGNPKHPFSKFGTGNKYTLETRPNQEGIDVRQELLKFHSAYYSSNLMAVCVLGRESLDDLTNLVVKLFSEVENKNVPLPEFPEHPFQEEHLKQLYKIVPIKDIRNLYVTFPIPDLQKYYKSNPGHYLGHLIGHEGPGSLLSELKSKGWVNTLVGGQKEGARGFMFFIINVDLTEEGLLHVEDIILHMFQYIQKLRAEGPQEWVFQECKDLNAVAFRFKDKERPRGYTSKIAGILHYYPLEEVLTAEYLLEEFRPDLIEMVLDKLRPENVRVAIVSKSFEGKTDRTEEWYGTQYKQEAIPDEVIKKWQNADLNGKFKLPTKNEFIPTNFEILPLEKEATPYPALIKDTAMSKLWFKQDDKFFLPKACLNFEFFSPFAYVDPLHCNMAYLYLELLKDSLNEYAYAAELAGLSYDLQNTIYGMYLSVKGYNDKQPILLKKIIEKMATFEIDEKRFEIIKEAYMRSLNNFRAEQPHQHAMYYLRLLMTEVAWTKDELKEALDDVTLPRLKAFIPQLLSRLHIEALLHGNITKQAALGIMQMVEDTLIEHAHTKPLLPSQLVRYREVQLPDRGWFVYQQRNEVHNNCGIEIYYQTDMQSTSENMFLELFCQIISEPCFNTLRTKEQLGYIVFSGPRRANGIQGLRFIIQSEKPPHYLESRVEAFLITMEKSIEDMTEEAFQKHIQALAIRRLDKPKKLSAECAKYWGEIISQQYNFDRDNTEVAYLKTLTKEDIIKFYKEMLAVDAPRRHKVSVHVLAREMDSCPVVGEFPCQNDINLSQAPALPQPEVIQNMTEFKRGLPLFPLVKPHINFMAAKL
IDE cell inh – cellular human IDE inhibition. P14735. 320,000 compounds, 0.41% hits. HEK cells, FAbetaB cleavage, fluorescence polarization. inhibition, % at 5.59 µM. AID 434962;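 active = percent inhibition above the average of all tested compounds plus 3 SD, set per screening campaign, cut at about 16% in these data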;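 also: IDE supplied by intact live HEK cells; FP after avidin binding of uncleaved biotin substrate so inhibition keeps polarization high; 0% = DMSO wells and 100% = 60 µM reference IDE inhibitor Ii1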
CRFBP-R2 block – antagonists of CRF-binding protein/CRF-R2 receptor complex; inhibition, % at 11.8 µM; 350,000 compounds, 0.59% hits; HEK293 CRF-R2/CRF-BP, CRF-induced calcium fluorescence;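 active = inhibition of the ligand-induced calcium signal above about 50% at the single tested concentration, limit read from the data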
GalR3 antag – blocks the human galanin receptor 3 | inhibition, % at 3 µM | HEK293 GalR3-CNG cAMP membrane potential fluorescence; galR3 body fused to GalR1 C-terminus | 360,000 compounds, 0.44% hits | O60755 | AID 651719;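 active = inhibition above the screen-wide average plus 3 SD, cut at about 13% in these data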;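 also: forskolin and galanin both at EC90 stimulate the cells; cAMP rise reported by CNG channel membrane potential dye signal; 0% = forskolin plus galanin with DMSO and 100% = forskolin alone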
PHOSPHO1 block – blocks human PHOSPHO1 phosphatase activity; recombinant PHOSPHO1, absorbance phosphatase assay; AID 1565; Q8TCT1; inhibition, % at 13.3 µM; 290,000 compounds, 1.1% hits; in the data active = inhibition above about 60%
An asterisk follows results filed as active; . = not tested or not shown.

SMILES	M4 PAM	MEKK3 PB1 HTS	pCIP destab	CRFBP-R2 agonist	IDE cell activ	IDE cell inh	CRFBP-R2 block	GalR3 antag	PHOSPHO1 block
Cc1ccc(C(C)C)c(OCC(=O)Nc2ccc(N3CCOCC3)cc2N2CCOCC2)c1	7	.	.	-1.1	-4	.	-31	-2	.
CC(=O)c1sc(N/N=C/c2cccc([N+](=O)[O-])c2)nc1C	-4	99	-10	-1.9	-2	-3	-1	-6	18
CCc1ccc(CCC(=O)Nc2nc(CC(C)=O)ns2)o1	3	103	0	-3.2	6	5	11	-5	12
CCc1nnc(NC(=O)CSc2nnc(CNC(=O)c3cc(OC)c(OC)c(OC)c3)o2)s1	5	112	4	-1.0	4	1	12	-6	6
COC1=C(Nc2ccccc2)C(=O)c2ccccc2C1=O	-6	74	-27	-2.7	9	-5	2	-8	13
CC1(C)CC(NC(=S)NCc2ccc3c(c2)OCO3)CC(C)(C)N1	.	101	5	.	.	-5	.	.	32
Cc1ccc(N=Cc2c(C)[nH]n(-c3nc4ccccc4[nH]3)c2=O)cc1	6	99	-10	-5.8	5	2	-11	2	-7
COCCNCC(=O)Nc1ccc(OC(F)(F)F)cc1	7	117	-14	0.5	-1	1	7	-3	16
O=C(CSc1nnc(CNc2cccc(C(F)(F)F)c2)n1Cc1ccco1)NCc1ccco1	2	112	-22	-1.9	5	4	-19	0	-8
Cc1cccc(OCC(O)CNC(=O)c2ccccc2C(=O)O)c1 (centres undefined)	3	103	.	0.4	3	3	-2	-1	.
NC(=O)Nn1c(CCC(=O)O)ccc1-c1ccc(Cl)cc1	1	93	-3	-0.1	-3	7	-6	-4	25
O=C(CN1CCN(S(=O)(=O)c2ccc(Br)cc2)CC1)N/N=C/c1cc([N+](=O)[O-])ccc1Cl	-8	95	4	-1.0	-4	1	-8	-1	-17
Cc1nc(-c2cn[nH]c2)c2cc(C)oc2n1	1	108	-17	1.7	-4	3	-3	-1	6
CCOC(=O)C1CN(S(=O)(=O)c2ccc(OC)cc2)c2cc(CC(=O)OC)ccc2O1 (centres undefined)	5	108	-3	-2.2	6	-3	0	0	9
O=C(Nc1cccnc1)c1noc2c1CCCC2	-1	95	-21	1.0	-6	-2	-14	-2	7
COc1cc(NC(=O)COC(=O)c2nc3nc(C)cc(C)n3n2)cc(OC)c1	5	103	5	5.8	7	2	-32	-1	-46
NNC(=O)COc1ncn(-c2ccccc2)n1	6	104	-15	0.5	6	8	6	-2	-3
COC(=O)c1ccc(CSc2cc(C)c3ccccc3n2)o1	14	100	-4	2.2	1	-1	3	-6	-51
CCNC(=O)c1c(N)sc2c1CCCCC2	.	89	-6	.	.	-1	.	.	45
CC1CCN(C(=S)c2ccc3c(c2)OCO3)CC1	-3	103	-8	-1.0	1	1	25	-7	13
COc1ccc(Cl)cc1NC(=O)CN(C)C(=O)CCCc1c[nH]c2ccccc12	-6	107	-3	-0.2	-3	0	2	-4	10
CCOCC(=O)OCC(=O)Nc1cc(OC)c([N+](=O)[O-])cc1C	-1	108	-15	0.5	3	0	-3	2	22
O=C(COC(=O)c1ccc(Br)o1)NCc1ccc2c(c1)OCO2	4	.	.	-1.1	-4	3	6	-2	.
O=C(Nc1cccc(F)c1)C1CCCN(S(=O)(=O)c2cccc3cccnc23)C1 (centres undefined)	-3	100	2	-0.4	-3	8	-12	-2	49
CC(C)CNc1nc(Oc2ccc(=O)n(C)n2)nc(N2CCOCC2)n1	7	.	0	-0.2	5	1	28	2	-6
SMILES	M4 PAM	MEKK3 PB1 HTS	pCIP destab	CRFBP-R2 agonist	IDE cell activ	IDE cell inh	CRFBP-R2 block	GalR3 antag	PHOSPHO1 block
COc1ccccc1NC(=S)NCC1CCCO1 (centres undefined)	0	102	4	-2.1	3	3	8	3	6
CCCn1cnc2cc(NCc3ccccn3)ccc21	2	102	-15	0.4	1	-3	19	0	0
COc1ccc(S(=O)(=O)N2CCCCC2)cc1NS(=O)(=O)c1ccccc1F	13	107	-3	2.0	5	5	5	-2	-10
CC(C)(C)c1ccc(C(=O)Nc2ccc(Cl)cc2)cc1	-1	97	1	11	4	1	29	-1	3
COc1ccc(NC(=O)c2noc3c2CCCCC3)cc1	-4	101	4	0.1	3	2	0	-6	-3
COc1cc(C(=O)N/N=C(\C)Cn2nc([N+](=O)[O-])cc2C)ccc1O	-2	89	1	1.7	5	6	10	-1	-7
NS(=O)(=O)c1ccc(NNC(=O)c2cccs2)cc1	0	103	7	3.0	4	3	-3	-3	-1
CCOc1ccc(-c2cn[nH]c2N)cc1	0	97	-9	-1.1	3	-4	10	.	-9
CCCn1cnc2c(=O)oc3ccccc3c21	8	103	-11	-2.7	3	5	6	-2	6
Cc1cc(N2C(=O)C(O)=C(C(=O)c3cc4ccccc4o3)C2c2ccc(Br)cc2)no1 (centres undefined)	1	98	-10	9.4	0	6	5	-6	-10
Cc1cccc(C(=O)O/N=C(\N)c2cccc([N+](=O)[O-])c2)c1	9	91	-13	0.4	-3	2	-4	.	38
Cc1[nH]nc2c1C(c1cccc(O)c1)C1=C(CC(C)(C)CC1=O)N2 (centres undefined)	10	103	0	-1.4	2	1	6	-9	3
CCNS(=O)(=O)c1cc(OC)c(Cl)cc1OC	2	101	-2	-2.6	4	0	20	-5	11
O=C(OCc1ccc(Cl)cc1Cl)c1ccncc1	-1	105	0	-1.3	0	8	-33	-4	31
COc1cccc(Oc2cn[nH]c2-c2ccc(O)cc2O)c1	13	104	-3	0.8	-3	8	14	5	-3
CCOC(=O)CCSc1nc(C)c2cc(C)c(C)cc2n1	9	104	-1	-2.3	-1	-1	5	-2	-7
CCOc1ccc(C(C)=O)cc1COc1ccc(-c2nnco2)cc1	2	104	-23	-0.4	1	2	3	-4	15
Cc1ccc(C(=O)CCC(=O)OCC(=O)N(C)c2c(N)n(Cc3ccccc3)c(=O)[nH]c2=O)cc1	12	.	.	-0.2	-1	4	6	-1	.
CCOC(=O)c1ccc(NC(=O)c2nc[nH]c2C(=O)N[C@@H](C)C(=O)OC(C)(C)C)cc1	4	86	10	0.5	-1	-2	-2	-2	39
Cc1nc(-c2ccccc2)sc1-c1nc(-c2cccnc2)ncc1S(=O)(=O)c1ccccc1	-8	102	-6	3.1	4	1	16	.	14
O=C(COC(=O)c1ccco1)NCc1ccc(Cl)cc1Cl	7	.	.	-1.0	2	-9	14	-3	.
COCCNC(=O)c1ccc2c(Cl)c3c(nc2c1)CCC3	1	108	-6	1.6	3	1	-7	-9	50
O=C(CSc1ccc(-c2ccccc2)nn1)NCC1CCCO1 (centres undefined)	3	103	2	0.5	5	-4	0	2	30
O=C(O)CNC(=O)C12CC3CC(CC(Cl)(C3)C1)C2	4	55	11	1.1	-1	3	0	-8	-14
O=C(NCc1ccc2c(c1)OCO2)c1cc([N+](=O)[O-])ccc1N1CCOCC1	-3	.	.	-0.8	1	4	5	.	.
SMILES	M4 PAM	MEKK3 PB1 HTS	pCIP destab	CRFBP-R2 agonist	IDE cell activ	IDE cell inh	CRFBP-R2 block	GalR3 antag	PHOSPHO1 block
O=C(O)/C=C\C(=O)Nc1ccccc1C(=O)N1CCN(c2ccc(Cl)cc2)CC1	0	103	-16	2.8	1	8	-4	-2	3
CCOC(=O)c1c(C)[nH]c(C)c1S(=O)(=O)NCCc1sccc1C	11	102	-2	-0.8	0	3	2	-5	22
CCCN(CCC)S(=O)(=O)c1ccc2c(c1)CCCN2C(C)=O	-3	101	-6	-0.2	2	2	-3	-4	-3
CCn1c(SCC(=O)Nc2cccc(C)n2)nnc1-c1ccco1	2	94	-8	-2.0	0	0	-6	-2	19
COc1cccc(Oc2nc(-c3ccncc3)nc3ccccc23)c1	-7	99	-4	-0.6	.	-2	-14	-2	29
CCN(C(=O)Cc1ccc(NC2=NC3CS(=O)(=O)CC3S2)cc1)c1ccccc1 (centres undefined)	1	102	-7	0.1	-16	9	3	3	41
Oc1ccc(Nc2ncnc3scc(-c4ccccc4)c23)cc1	4	109	-4	0.7	7	4	-3	-4	1
CCCOc1ccc(Cc2c(Cl)nc(SC)nc2N(C)C)cc1	-9	122	0	-0.4	1	4	30	-7	-1
N#Cc1c(-c2ccccc2)nc(SCC(=O)N(c2ccccc2)c2ccccc2)[nH]c1=O	9	100	-2	-2.3	-3	-5	13	-5	-4
Fc1ccc(CSc2nsc(SCc3ccc(F)cc3)n2)cc1	-3	105	-12	2.2	2	-4	3	0	-1
Cc1cc2c(c(=O)n1Cc1ccccn1)C(c1ccc3c(c1)OCO3)C(C#N)=C(N)O2 (centres undefined)	7	102	-2	0.7	-1	-1	6	-4	16
C[C@@H]1CN([C@H](C)CO)C(=O)CCCn2nncc2CO[C@@H]1CN(C)C(=O)Nc1ccc2c(c1)OCO2	6	.	.	3.8	.	.	2	-5	.
Cc1cccc(C)c1OCC(O)CN(Cc1ccccc1O)C1CCCCC1 (centres undefined)	-6	103	16	1.1	-2	2	-11	-10	4
CCOC(=O)C1CCCN(S(=O)(=O)c2ccc3c4c2CC(=O)N4CC(C)S3)C1 (centres undefined)	-8	100	2	1.4	5	3	0	3	10

3 of the compounds above, with values ahead of the structure.
M4 PAM	MEKK3 PB1 HTS	pCIP destab	CRFBP-R2 agonist	IDE cell activ	IDE cell inh	CRFBP-R2 block	GalR3 antag	PHOSPHO1 block	structure
-3	101	-6	-0.2	2	2	-3	-4	-3	CCCN(CCC)S(=O)(=O)c1ccc2c(c1)CCCN2C(C)=O
2	94	-8	-2.0	0	0	-6	-2	19	CCn1c(SCC(=O)Nc2cccc(C)n2)nnc1-c1ccco1
-7	99	-4	-0.6	.	-2	-14	-2	29	COc1cccc(Oc2nc(-c3ccncc3)nc3ccccc23)c1

Molecules above that contain two or more sulfur atoms (8):
SMILES	M4 PAM	MEKK3 PB1 HTS	pCIP destab	CRFBP-R2 agonist	IDE cell activ	IDE cell inh	CRFBP-R2 block	GalR3 antag	PHOSPHO1 block
CCc1nnc(NC(=O)CSc2nnc(CNC(=O)c3cc(OC)c(OC)c(OC)c3)o2)s1	5	112	4	-1.0	4	1	12	-6	6
COc1ccc(S(=O)(=O)N2CCCCC2)cc1NS(=O)(=O)c1ccccc1F	13	107	-3	2.0	5	5	5	-2	-10
NS(=O)(=O)c1ccc(NNC(=O)c2cccs2)cc1	0	103	7	3.0	4	3	-3	-3	-1
Cc1nc(-c2ccccc2)sc1-c1nc(-c2cccnc2)ncc1S(=O)(=O)c1ccccc1	-8	102	-6	3.1	4	1	16	.	14
CCOC(=O)c1c(C)[nH]c(C)c1S(=O)(=O)NCCc1sccc1C	11	102	-2	-0.8	0	3	2	-5	22
CCN(C(=O)Cc1ccc(NC2=NC3CS(=O)(=O)CC3S2)cc1)c1ccccc1 (centres undefined)	1	102	-7	0.1	-16	9	3	3	41
Fc1ccc(CSc2nsc(SCc3ccc(F)cc3)n2)cc1	-3	105	-12	2.2	2	-4	3	0	-1
CCOC(=O)C1CCCN(S(=O)(=O)c2ccc3c4c2CC(=O)N4CC(C)S3)C1 (centres undefined)	-8	100	2	1.4	5	3	0	3	10

Not a hit list; about 4.2% have a hit in one of these screens.
